# ATG4B inh: inhibitors of human ATG4B cysteine protease; ATG4B cleavage of LC3-PLA2, NBD-HPC fluorescence, 1 h; inhibition, % at 8.33 µM; 340,000 tested, 0.51% active; Q9Y4P1; AID 504462; in the data active = inhibition above about 40%
# Target sequence (Q9Y4P1 whole entry, looked up): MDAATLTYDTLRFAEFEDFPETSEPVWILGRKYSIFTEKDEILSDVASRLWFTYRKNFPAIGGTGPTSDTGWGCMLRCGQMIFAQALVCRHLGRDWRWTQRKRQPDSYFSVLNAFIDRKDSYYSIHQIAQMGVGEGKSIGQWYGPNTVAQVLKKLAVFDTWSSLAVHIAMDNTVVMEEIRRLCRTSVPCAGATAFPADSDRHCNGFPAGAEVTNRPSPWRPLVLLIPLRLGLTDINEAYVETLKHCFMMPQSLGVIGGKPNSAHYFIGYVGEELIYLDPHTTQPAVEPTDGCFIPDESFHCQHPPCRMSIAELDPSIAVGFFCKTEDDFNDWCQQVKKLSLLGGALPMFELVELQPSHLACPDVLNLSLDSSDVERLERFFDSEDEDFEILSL
# hIAP activ: increases human intestinal alkaline phosphatase activity. P09923. purified human IAP, CDP-Star luminescence, 30 min; active compounds read high; 1 = vehicle-only enzyme, 0 = enzyme-free background. activation factor at 10 µM. 330,000 tested, 0.16% active;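 active = activation factor of the enzyme at least 2-fold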; also: the source names both 10 and 20 µM as test concentration; values of inactives mirror those of a sister screen read the other way
# SENP8 block: inhibitors of human SENP8 protease; recombinant SENP8, Nedd8 substrate fluorescence; inhibition, % at 20 µM; 360,000 tested, 0.64% active; AID 602440; in the data active = inhibition mostly above about 40%, no sharp cut-off; inactive = mostly below about 27%
# PfG6PD inh: PfG6PD (Plasmodium falciparum) enzyme inhibition | PfGluPho enzyme, NADPH resazurin-diaphorase fluorescence | inhibition, % at 20 µM | 350,000 tested, 0.78% active | AID 504690;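 active = inhibition reaching at least a set limit at 20 µM in the primary screen, cut at about 59% in these data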;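 also: 0% = DMSO wells with substrate and 100% = DMSO wells lacking glucose-6-phosphate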
# SENP1 inh: blocks the human SENP1 SUMO protease catalytic domain; inhibition, % at 10 µM; Q9P0U3; recombinant SENP1 catalytic domain, CyPet-SUMO1-YPet FRET cleavage; 360,000 tested, 0.21% active;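 active = inhibition at least 30% at 10 µM, raw YFP signal under a set limit, fluorescence ratio 0.5 to 1.5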;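 also: 0% = enzyme with DMSO and 100% = no enzyme wells; some results filed as inactive read as strong as hits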
#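 Material: hSENP1 catalytic domain, recombinant; medium: Tris pH 8 with BME, BSA, NP40 and catalase; compound: single concentration of 10 µM compound, 0.5% DMSO final; technique: FRET read of cyan and yellow fluorescence; timing: 50 min enzyme reaction, room temperature, light-protected; reagent: SFCypet-SUMO1-SFYpet substrate at 25 nM; control set: no-enzyme low, enzyme-DMSO high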
# MPTP inh: permeability transition pore inhibition. 360,000 tested, 1.4% active. AID 602449. isolated mouse mitochondria, Ca2+ swelling absorbance, 30 min. inhibition, % at 10 µM;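 active = inhibition of 50% or more, scaled per plate between neutral and stimulator controls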;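 also: 0% = DMSO wells given calcium and 100% = 1 mM EGTA wells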
# GRIN3A LBD mod: NR3A (human) ligand-binding domain modulation; 340,000 tested, 2.5% active; NR3A LBD differential scanning fluorimetry, Tm shift; 0% = protein alone, 100% = glycine-bound protein; Tm shift relative to glycine control, % at 25 µM;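 active = melting temperature shift of at least 10% of the positive control shift, at one fixed dose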
# SENP6 block: inhibitors of human SENP6 protease. Q9GZR1. Recombinant SENP6 catalytic domain, aminoluciferin luminescence. inhibition, % at 10 µM. 330,000 tested, 1.8% active;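 active = inhibition above about 50% at the single tested dose, limit read from the data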;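 also: plate controls were DMSO wells with enzyme for no effect and DMSO wells lacking enzyme for full effect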
# Target sequence (Q9GZR1 628-1112 limits assumed): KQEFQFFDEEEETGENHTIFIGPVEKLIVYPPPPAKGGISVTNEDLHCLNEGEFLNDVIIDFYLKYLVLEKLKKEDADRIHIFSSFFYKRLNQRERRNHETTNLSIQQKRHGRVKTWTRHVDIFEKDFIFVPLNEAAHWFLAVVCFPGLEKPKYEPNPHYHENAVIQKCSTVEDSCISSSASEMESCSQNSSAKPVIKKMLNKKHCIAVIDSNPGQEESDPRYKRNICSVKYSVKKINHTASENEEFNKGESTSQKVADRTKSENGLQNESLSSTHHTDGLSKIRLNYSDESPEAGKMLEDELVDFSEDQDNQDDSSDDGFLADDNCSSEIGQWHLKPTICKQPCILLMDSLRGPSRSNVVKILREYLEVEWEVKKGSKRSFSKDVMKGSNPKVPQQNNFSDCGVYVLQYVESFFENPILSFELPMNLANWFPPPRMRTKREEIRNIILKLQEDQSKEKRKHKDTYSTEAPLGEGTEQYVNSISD
# * hit, by the source's call; . = not tested or not shown. Compounds were not picked by outcome. About 6.7% of those tested had a hit in this group.
ATG4B inh	hIAP activ	SENP8 block	PfG6PD inh	SENP1 inh	MPTP inh	GRIN3A LBD mod	SENP6 block	Molecule
-1	1.1	10	-13	2	0.8	0	-4	O=C(O)CC(NC(=O)/C(=C/c1ccccc1)NC(=O)c1ccccc1)c1ccccc1 (stereo not drawn)
-3	0.88	2	-22	2	-2.0	1	-4	O=C(O)c1cccc(S(=O)(=O)N2CCN(S(=O)(=O)c3ccc4ccccc4c3)CC2)c1
0	0.93	14	-3	0	79*	0	-23	COc1ccc(N2CCN(S(=O)(=O)c3ccc4c(c3)CCCC4)CC2)c([N+](=O)[O-])c1
3	0.81	-156	18	4	84*	-11	0	CCc1ccc(OCC(O)CN2CCC(CN3C(=O)c4cccc5cccc(c45)C3=O)CC2)cc1 (stereo not drawn)
-6	0.96	1	-3	-1	-1.3	-1	44	COc1ccc(Nc2ncc(F)c(N3CCOCC3)n2)cc1
0	0.86	-84	6	-1	6.7	-2	-2	Cc1ccc(S(=O)(=O)N(Cc2cc3ccc(C)cc3[nH]c2=O)c2ccccc2)cc1
-2	1	-14	1	-13	0.4	0	-28	CC1CCCCC12NC(=O)N(Cc1cc(=O)n3ccsc3n1)C2=O (stereo not drawn)
1	1	7	21	2	1.3	-13	-5	C=C1CCN([C@@H](Cc2ccccc2)C(=O)NCc2ccc(Cl)cc2)S(=O)(=O)c2ccccc21
27	0.95	4	12	1	89*	0	-61	Cc1nn(C)c(Nc2ccc(Br)cc2)c1Br
33	.	-420	71*	-2	2.9	0	.	O=C1C=C(N(CCO)Cc2ccccc2)c2ccccc2C1=O
-2	0.93	5	-17	1	-0.2	3	-30	CC(=O)ONC(=Nc1ccccc1)c1nonc1N
-3	.	-2	-1	0	-1.3	3	.	COc1cccc(C2/C(=C(/O)c3ccccc3)C(=O)C(=O)N2CCCC(=O)O)c1 (stereo not drawn)
1	0.98	-12	-9	4	0.8	-1	17	CC(C)(C)OC(=O)C[C@H]1C/C=C\C[C@H](CC(=O)NCCO)C(=O)N[C@@H](Cc2ccccc2)COC1=O
0	1.1	-3	-3	-14	-0.5	-2	-1	NS(=O)(=O)c1ccc(CCNC(=O)CSc2nc3ccccc3c3nc(CCN4CCCCC4)nn23)cc1
-9	1	14	-14	0	0.0	-2	-17	COc1ccccc1C(c1nnnn1Cc1ccccc1)N1CCC(C(N)=O)CC1 (stereo not drawn)
0	0.95	2	-12	2	-1.2	0	-17	O=C(NCc1ccccc1)C(c1ccco1)N(C(=O)c1csnn1)c1ccccc1F (stereo not drawn)
-5	1	14	4	1	-0.4	-3	-9	CC(Sc1nnc(COc2ccc([N+](=O)[O-])cc2)n1-c1ccccc1)C(=O)O (stereo not drawn)
-4	0.94	13	38	-1	0.9	2	-6	Cc1cc(C)c(NC(=S)N2CCCC2C(=O)O)c(C)c1 (stereo not drawn)
-14	0.97	-27	-7	-9	-1.6	2	-1	CC(=O)Nc1ccccc1-c1nc2ccc(C(=O)N3CCN(c4cccc(C)c4)C(C)C3)cc2[nH]c1=O (stereo not drawn)
-3	1	-355	12	-26	7.7	-1	8	CCN(CC)c1ccc(/C=N/NC(=S)NCc2ccc(OC)cc2)cc1
-3	1	0	-19	1	-0.6	-2	-2	COCCC(=O)N1CCC(Oc2ccc(C(=O)NCCc3ccccn3)cc2)CC1
-10	1.1	2	44	-1	-0.4	0	-3	COc1ccc(CSCCc2n[nH]c(=S)n2-c2ccccc2)cc1
-6	1.1	16	2	1	0.0	-6	-30	CC(C)c1ccc(NC(=O)COC(=O)CC2CCCC2)cc1
2	.	5	-1	3	-0.8	-1	.	C[n+]1ccccc1/C=C/c1c(F)cccc1F
-4	0.83	7	-3	1	-0.5	-2	-2	COC(=O)c1cc(S(=O)(=O)NCc2ccc3c(c2)OCO3)c[nH]1
0	0.85	-23	10	1	0.2	-1	-5	COc1cc(C(=O)OCc2cc(=O)n3ccsc3n2)ccc1OC(C)C
1	0.8	5	3	2	-1.2	0	-9	c1ccc2c(c1)CC1(CCCC1)n1nnnc1-2
-2	1.1	-412	18	-63	23	-22	-9	Cc1ccc2nc(-c3ccc(NC(=O)CCS(=O)(=O)c4ccccc4)cc3)sc2c1
0	0.9	18	-10	0	-1.0	1	4	CC(C)Oc1ccccc1NC(=O)CSc1nccn1C
7	0.93	1	-3	-1	-1.2	0	-1	CCN(CC)C(=O)Cn1cc(S(=O)(=O)CC(=O)Nc2ccccc2C)c2ccccc21
-13	0.99	10	-11	-1	74*	31*	-29	O=C(NC(=S)Nc1nc(-c2ccccc2)cs1)c1cncc(Br)c1
-1	1	0	-4	4	-1.6	0	-5	COc1ccc(NC(=O)Cn2nnc(C(=O)NCc3ccco3)c2N)c(OC)c1
-11	0.84	29	33	6	11	-3	-2	Cc1nc2ccccn2c1C(=O)N=Nc1c(O)n(CCC(C)C)c2ccccc12
8	0.99	13	5	0	1.5	0	6	O=c1c2oc3ccccc3c2ncn1Cc1cccc(Cl)c1
10	0.97	-31	-7	-1	-1.1	-1	4	COCCCNC(=O)c1sc2ncnc(N3CCc4ccccc4C3)c2c1C
-5	0.93	-14	5	-1	-2.4	3	-1	CC(Oc1ccc(S(=O)(=O)N2CCCC2)cc1[N+](=O)[O-])C(=O)NC(C)c1ccccc1 (stereo not drawn)
.	.	12	6	3	-0.5	.	.	O=C(c1ccccc1)c1ccsc1C(=O)c1ccccc1
0	0.94	13	-11	0	0.4	0	2	CC(CCc1ccccc1)NC(=O)C(Cc1ccccc1)NS(=O)(=O)c1cccs1 (stereo not drawn)
-2	1.2	9	-15	0	1.7	2	-15	COCCNc1nc2c(c(=O)[nH]c(=O)n2C)n1CCCc1ccccc1
-7	.	17	3	1	-2.1	1	.	C#CCOCCOCCOCCNc1nc(N2CCOCC2)nc(N2CCN(C(=O)[C@H](CCCCN)n3cc(CCC(=O)O)nn3)CC2)n1
-3	1.1	4	-10	1	-0.3	-1	-9	COc1ccc(CC(=O)N/N=C(\C)c2cccnc2)cc1OC
0	1.2	25	-16	0	-0.9	-1	-13	COC(=O)CC(NC(=O)c1ccco1)c1ccc(C(C)C)cc1 (stereo not drawn)
-2	0.98	8	17	1	-0.4	-1	19	CC(c1ccccn1)N(C)C(=O)c1ccc2nc(Cc3cccc(Cl)c3)oc2c1 (stereo not drawn)
-4	1.1	2	-5	-1	0.1	-2	0	COC(=O)c1ccc(/C=N/N2C(C)CCCC2C)cc1 (stereo not drawn)
1	.	-408	32	-33	0.7	-6	.	Nc1cccc2c1C(=O)N(C(=O)/C=C/c1cccc(Br)c1)C2=O
0	1.2	19	5	0	0.4	0	-10	CCN(CC(=O)NCc1ccc(F)cc1)C(=O)c1ccc(C)o1
.	.	11	16	0	-2.7	.	.	C[C@@H]1CN([C@H](C)CO)S(=O)(=O)c2ccc(-c3ccc(C(=O)N(C)C)cc3)cc2O[C@H]1CN(C)C(=O)Cc1ccccn1
-4	0.82	4	-4	0	-0.1	-2	6	Cc1cc(C)cc(NC(=O)CSc2nnc(CN3CCOCC3)n2C)c1
-3	1.1	10	7	0	-2.1	5	-24	Cc1ccsc1C(=O)NCCc1nnc2ccccn12
7	0.89	10	-4	-1	-1.3	-6	15	CN(C(=O)c1ccc2c(Cl)c3c(nc2c1)CCC3)c1ccccc1

# New compounds follow.
ATG4B inh	hIAP activ	SENP8 block	PfG6PD inh	SENP1 inh	MPTP inh	GRIN3A LBD mod	SENP6 block	Molecule
2	1.1	6	-1	1	-0.1	0	1	NC(=O)c1ccc(NC(=O)CN2CCOCC2)cc1
-2	0.91	12	0	1	-0.3	0	2	CN(C)C1=NCCN1CC1CCCC1
-3	1.1	0	3	0	-3.1	-2	-5	COc1ccc(NC(=O)CN(C)S(=O)(=O)c2ccc3c(c2)CCCN3C(C)=O)cc1
3	0.98	4	7	1	-2.0	1	14	Cc1ccc(-c2noc(C3CCCCC3)n2)cc1
1	0.95	-11	-29	19	0.5	5	-8	Cc1cccc(C)c1NC(=O)CN1C(=O)S/C(=C\c2cccn2C)C1=O
-8	1.2	10	2	2	5.5	-1	9	Cc1cccc(OCC(=O)NCC(=O)N/N=C/c2ccc([N+](=O)[O-])cc2)c1
-7	1.1	8	2	-1	-2.0	2	5	COc1ccccc1CC(=O)Nc1cc(S(=O)(=O)N2CCOCC2)ccc1N1CCOCC1
-14	0.89	-2	15	-1	-1.1	-1	-23	CCOc1ccc(N2CC(C(=O)Nc3ccc(S(=O)(=O)N4CCCC4)cc3)CC2=O)cc1 (stereo not drawn)
0	1	14	5	2	0.6	-1	-26	Cc1ccc(NC2=NCC(=O)N2C2CCCC2)cc1C
0	1.2	-86	-3	-1	-0.3	0	-2	CNc1oc(-c2ccccc2)nc1S(=O)(=O)c1ccc(C)cc1
-6	1.2	-485	-6	-10	-1.3	-1	11	CCOC(=O)c1sc(C)c2c1NC(c1ccc(Cl)cc1)NC2=O (stereo not drawn)
-11	0.94	15	2	4	-2.9	0	-6	O=C1OC(N2C(=O)CC[C@H]2C(=O)NCC2CCCO2)c2ccccc21 (stereo partly drawn)
-11	0.79	9	3	0	-0.1	2	-4	O=C(O)CCC(=O)Nc1nnc(C(F)(F)F)s1
2	1	8	-20	1	-1.9	2	-9	Nc1nc(SCC(=O)Nc2ccc3c(c2)CCC3)n[nH]1
-5	1.1	-157	-14	-1	12	-2	5	CCOC(=O)c1c(C)nc2sc3c(=O)n(-c4ccc(C)cc4)cnc3c2c1-c1ccc(OC)cc1
4	1.1	-68	-11	3	5.8	1	-9	COc1ccc2c(c1)C(=O)Cc1ccccc1O2
-8	0.92	3	17	-2	-1.6	-10	-2	CCOc1cccc(-c2c(C(=O)N/N=C(\C)c3cccs3)nnn2-c2nonc2N)c1
19	1	-9	50	1	0.6	-12	-23	N#Cc1cn(CCOc2ccccc2F)c2ccccc12
6	1.1	10	4	1	-1.2	1	3	O=S(=O)(c1ccc(S(=O)(=O)N2CCCC3(CCCCC3)C2)cc1)N1CCCCC1
0	1.1	-47	7	4	3.0	0	7	COc1ccc2cc(CN(C(=O)Nc3ccccc3OC)C3CCCC3)c(=O)[nH]c2c1
12	0.99	1	-10	-1	2.6	-3	5	COc1ccc(CNC(=O)C(C)n2nc(C)c3c(C)n(-c4ccccc4)nc3c2=O)c(OC)c1 (stereo not drawn)
-6	0.92	-1	2	-1	44	-1	7	CCCOC(=O)c1[nH]c2c(c1C)C(=O)CC(c1cc(OC)c(OC)c(OC)c1)C2 (stereo not drawn)
-15	0.95	-8	-5	-19	0.3	-2	-4	Cn1c2ccccc2n2c(=O)c(=O)n(CC(=O)c3ccc(F)cc3)nc12
-6	1.1	-3	15	2	1.8	2	-20	COc1cc(CC(=O)Nc2ccc(S(=O)(=O)NC3=NCCCCC3)cc2)cc(OC)c1OC
.	.	18	-14	-1	0.2	.	.	Cc1ccc(C)c(NC(=O)COC(=O)c2ccc(S(=O)(=O)N3CCCC3)cc2)c1

# 5 compounds from above, reduced to hIAP activ and ATG4B inh.
Compound	hIAP activ	ATG4B inh
CC(=O)ONC(=Nc1ccccc1)c1nonc1N	0.93	-2
COc1cccc(C2/C(=C(/O)c3ccccc3)C(=O)C(=O)N2CCCC(=O)O)c1 (stereo not drawn)	.	-3
CC(C)(C)OC(=O)C[C@H]1C/C=C\C[C@H](CC(=O)NCCO)C(=O)N[C@@H](Cc2ccccc2)COC1=O	0.98	1
NS(=O)(=O)c1ccc(CCNC(=O)CSc2nc3ccccc3c3nc(CCN4CCCCC4)nn23)cc1	1.1	0
COc1ccccc1C(c1nnnn1Cc1ccccc1)N1CCC(C(N)=O)CC1 (stereo not drawn)	1	-9
